# High-throughput results (PubChem)
# PLK1 PBD block: blocks phosphopeptide binding to human PLK1 polo-box domain; Plk1 PBD binding of FITC phosphopeptide, fluorescence polarization; P53350; hit rate 2.8% among 360,000; Potency, µM, for the others: max response, negative = inhibition, most hits filed as inhibitors; also: potency is read from the fitted curve at half-maximal effect; series mostly up to about 57 µM; % is scaled to controls: 0 for no effect and ±100 for the full control effect; nearly all actives have a fitted effect of over 65% in size
# Target sequence (P53350 whole entry, looked up, the tested form may be a part): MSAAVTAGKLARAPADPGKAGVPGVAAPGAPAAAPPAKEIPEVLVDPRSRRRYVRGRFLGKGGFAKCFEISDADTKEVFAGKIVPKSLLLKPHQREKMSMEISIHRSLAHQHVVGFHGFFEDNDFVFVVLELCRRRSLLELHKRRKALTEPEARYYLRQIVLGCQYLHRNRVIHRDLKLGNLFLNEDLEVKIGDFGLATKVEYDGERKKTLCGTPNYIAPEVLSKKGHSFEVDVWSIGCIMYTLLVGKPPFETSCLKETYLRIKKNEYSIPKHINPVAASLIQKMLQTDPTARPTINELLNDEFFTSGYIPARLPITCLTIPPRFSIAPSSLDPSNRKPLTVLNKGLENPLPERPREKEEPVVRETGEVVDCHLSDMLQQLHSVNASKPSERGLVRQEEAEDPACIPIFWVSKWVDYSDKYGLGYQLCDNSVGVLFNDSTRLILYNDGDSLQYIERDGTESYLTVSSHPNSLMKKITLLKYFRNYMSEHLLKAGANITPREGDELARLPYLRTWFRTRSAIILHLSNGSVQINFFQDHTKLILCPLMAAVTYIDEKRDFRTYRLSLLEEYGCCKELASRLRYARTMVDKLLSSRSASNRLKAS
# EPAC1 ag: activates human EPAC1 exchange factor. EPAC1 agonist qHTS, biochemical assay; response scale: 100% = response to 6.5 mM cAMP. Potency, µM (highest dose often 154 µM), for inactives: at the top dose activation, usual class: activators. hit rate 0.073% among 360,000; also: potency is read from the fitted curve at half-maximal effect; nearly all actives have a fitted effect of over 60% in size
#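 Nucleotide exchange assay: 100 nM EPAC1 with 250 nM Rap1B loaded with BODIPY-GDP and 50 uM GDP, room temperature. Fluorescence (480/540 nm) read every 5 min for 30 min; signal change normalized to 6.5 mM cAMP as full agonist.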
# Abeta yeast res: A-beta toxicity reversal in yeast. yeast expressing A-beta42, growth rescue, OD600, 48 h; response scale: 0% DMSO, 100% iron-clioquinol control. Potency, µM (doses to about 46.1 µM), without a hit: at the highest dose growth rescue, hits mostly activators. hit rate 0.063% among 410,000. AID 1347071; also: potency is read from the fitted curve at half-maximal effect; nearly all actives have a fitted effect of over 55% in size
#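 Yeast growth medium received pinned compounds, then yeast cells expressing toxic A-beta were added; plates incubated at 30 C for 48 hr. Growth read as absorbance at 600 nm, normalized to DMSO and equimolar FeCl3 plus clioquinol controls.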
# IL-2 act: activates IL-2 in a cell-based reporter assay. IL-2 activation reporter assay, cell-based qHTS; stimulated with anti-CD3/CD4/CD28 beads; in transgenic mouse T cells. hit rate 0.065% among 360,000. activation, % (series mostly up to about 46 µM); in the data active = activation above about 50%; inconclusive = mostly about 30% to 49%; also: 0% is about no effect
#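 EGFP and DsRed fluorescence is measured by plate cytometry in unstimulated transgenic mouse T cells exposed to compound for 60 minutes, then stimulated 18 hours at 37 degrees C with anti-CD3/anti-CD4 beads plus anti-CD28.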
# FUS suppressor: rescues growth of FUS-expressing yeast; S. cerevisiae FUS-expressing, growth rescue, OD600, 24 h; Potency, µM (highest dose often 76.6 µM), for the others: at the highest dose growth rescue (activation), actives largely listed as activators; hit rate 0.24% among 390,000; AID 1347120;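 also: potency is read from the fitted curve at half-maximal effect; plate controls were DMSO vehicle for no effect and reference control for full effect; nearly all actives have a fitted effect of over 55% in size; some results filed as inactive show a strong effect at the top dose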
#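 Read-out: OD at 600 nm after 24hr at 30C, reporting rescue of FUS-induced yeast toxicity. Cells at OD 0.005 in galactose (2%) minimal medium; compounds tested in a dilution series; CP55940 titration from 92uM final as control.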
# EPAC1 antagonist: EPAC1 (human) antagonism. AID 720709. Potency, µM (series often up to 115 µM), inactives show at the top dose activity change, negative = inhibition, most hits filed as inhibitors. hit rate 0.14% among 360,000. EPAC1 GEF assay, Rap1b-BODIPY-GDP exchange fluorescence. O95398;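 also: potency is read from the fitted curve at half-maximal effect; plate controls were vehicle for no effect and positive control for full effect; nearly all actives have a fitted effect of over 50% in size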
# aSyn rescue: inhibitors of alpha-synuclein toxicity in yeast; Yeast expressing alpha-synuclein, growth rescue, BacTiter-Glo, 24 h; hit rate 0.14% among 370,000; Potency, µM (highest dose often 46.1 µM), for the others: at the highest dose growth rescue (activation), actives largely listed as activators; AID 652106; also: potency is read from the fitted curve at half-maximal effect; % of control where 0% means no effect; nearly all actives have a fitted effect of over 65% in size
#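 Readout is rescue of growth in alpha-synuclein-expressing yeast, so inhibitors of toxicity appear as activators. Growth after 24 hr at 30 deg C in galactose medium is quantified by luminescence.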
# PI5P4Ka inh: blocks human PI5P4K alpha kinase activity; PI5P4Kalpha enzyme, ADP-Glo luminescence, 60 min; active compounds read low; hit rate 1.2% among 330,000; P48426; max response, %; active = max response of -50% or lower; inconclusive = between -30% and -50%; inactive = -30% or higher; also: value at the top dose of about 77 µM; % is scaled to controls: 0 for no effect and ±100 for the full control effect
# Target sequence (P48426 whole entry, looked up): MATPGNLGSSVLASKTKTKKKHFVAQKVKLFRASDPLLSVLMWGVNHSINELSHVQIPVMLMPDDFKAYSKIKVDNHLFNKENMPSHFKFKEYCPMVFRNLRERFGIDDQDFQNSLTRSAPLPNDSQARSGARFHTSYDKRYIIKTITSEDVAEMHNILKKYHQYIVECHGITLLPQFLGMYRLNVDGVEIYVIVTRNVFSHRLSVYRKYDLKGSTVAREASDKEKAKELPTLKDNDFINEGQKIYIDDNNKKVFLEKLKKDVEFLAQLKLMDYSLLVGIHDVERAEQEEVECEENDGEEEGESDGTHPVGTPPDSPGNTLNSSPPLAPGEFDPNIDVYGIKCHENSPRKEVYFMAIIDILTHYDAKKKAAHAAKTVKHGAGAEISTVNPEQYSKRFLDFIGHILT
#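 Quantitative HTS of the MLSMR library against PI5P4Kalpha with substrate. ATP added last at 5 microM final; room temperature, 60 minutes. Remaining ATP depleted, ADP converted and read as luminescence.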
# WRN helicase inh: blocks human WRN helicase; Q14191; WRN helicase unwinding, fluorescent forked duplex, kinetic; Potency, µM (top dose mostly 114 µM), inactives show top-dose activity change, negative = inhibition, hits mostly inhibitors; hit rate 0.46% among 360,000; AID 651768; also: potency is read from the fitted curve at half-maximal effect; % is scaled to controls: 0 for no effect and ±100 for the full control effect; nearly all actives have a fitted effect of over 55% in size
#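 Primary qHTS, 1536-well format. 20 nM WRN + compound, 15 min RT; start with 100 nM forked fluorophore/quencher duplex, 2 mM ATP (final); kinetic read ex 525/em 598 nm.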
# An asterisk follows results filed as active; ? = inconclusive; nt = no result given; & = joins results of further samples; [ ] = another dose, or the depositor's remark. Unless noted, calls follow the shape of the dose curve; as a rule, active = well fitted curve in the direction sought with a large enough effect; inconclusive = small, poorly fitted or top-dose-only effect, or another doubt; inactive = no such curve, though single readings can be large; an effect the other way counts as inactive or inconclusive. Random draw from the library (roughly 4.1% active in at least one column).
SMILES,PLK1 PBD block,EPAC1 ag,Abeta yeast res,IL-2 act,FUS suppressor,EPAC1 antagonist,aSyn rescue,PI5P4Ka inh,WRN helicase inh
Cc1cc(=O)[nH]c(N/N=C/C(C)c2ccccc2)n1 (stereo not given),3%,-1%,-4%,0.6,2%,-5%,0%,-2,0%
[O-]/C(=C(\C(=S)Nc1ccc(SC(F)F)cc1)[n+]1ccccc1)c1ccc(Cl)cc1Cl,-4%,2%,7%,0.5,1%,-6%,1%,1,-2%
O=S(=O)(N/N=C\c1ccc(-c2ccccc2Cl)o1)c1ccccc1,-26%,4%,-1%,-0.9,22%,0%,?,-15,-20%
O=C(c1ccccn1)N1CCCC(N2CCN(c3cccc(C(F)(F)F)c3)CC2)C1 (stereo not given),-15%,-4%,-6%,-3.3,4%,4%,15%,-3,-4%
C/C(Nc1ccc(Cl)cc1)=C1/CCOC1=O,-3%,5%,2%,0.0,nt,-14%,-5%,-3,15%
O=C(NCCc1ccccc1)C1C(=O)Nc2ccccc2C(=O)N1C1CCCCC1 (stereo not given),0%,-15%,7%,-0.3,-4%,13%,13µM*,-6,3%
COc1ccc(-c2sc3cc4c(cc3c2-c2ccc(OCCN3CCOCC3)cc2)OCO4)cc1,-10%,0%,-27%,0.3,0%,2%,4%,8,6%
S=c1[nH]c2ccc(Cl)cc2[nH]1,11µM*,-7%,-5%,0.7,19%,-11%,-4%,?,-22%
O=C(/C=C/c1ccc(-c2ccccc2[N+](=O)[O-])o1)c1ccccc1,-14%,-3%,1%,-1.8,0%,-17%,-1%,2,-13%
COc1ccc(CCNC(=O)c2c(N)no[n+]2[O-])cc1OC,-6%,4%,0%,2.2,14%,-18%,-1%,2,-2%[57.1 µM]
CC(=O)NCCC(=O)Nc1cc(S(=O)(=O)N2CCOCC2)ccc1N1CCOCC1,-1%,-1%,-8%,0.0,1%,-11%,3%,-7,10%
Cc1onc(-c2ccccc2)c1NC(=O)Nc1ccc(OC(F)F)cc1,2%,6%,-10%,0.2,-9%,2%,13%,-1,-3%
CC(C)C(NC(=O)c1ccco1)C(=O)OCC(=O)N1CC(=O)Nc2ccccc21 (stereo not given),-1%,-1%,11%,-0.4,3%,1%,2%,2,-7%
O=C(NC(c1ccc(Cl)cc1)c1cccnc1)C1CCN(CCOc2ccc(Cl)cc2Cl)CC1 (stereo not given),-2%,7%,-14%,0.5,12%,-17%,-24%,24,0%
CCN1C(=O)CC(C(=O)NCCc2ccc(S(N)(=O)=O)cc2)SC1=Nc1ccc(OC)cc1 (stereo not given),0%,4%,-5%,0.9,0%,-9%,2%,3,4%
Oc1ccccc1C1=NN(c2ccccc2)C(c2ccc(F)cc2)C1 (stereo not given),-3%,-3%,3%,-0.4,9%,-18%,13%,15,-5%
CCC(C)Nc1nc(N)c([N+](=O)[O-])c(Nc2ccccc2OC)n1 (stereo not given),1%,9%,-32%[inhibitor],4.8,20%,-11%,-1%,5,-18%
Cc1csc(/C(C#N)=N/O)n1,1%,4%,24%,0.2,-2%,7%,0%,nt,-1%
Cc1ccc(C(=O)Nc2ccccc2N2CCCCC2)cc1[N+](=O)[O-],-7%,4%,-4%,-2.4,-16%,-3%,-24%,15,-5%
CCCCCCCCCCCCOC(=O)C[N+](C)(C)C,-10%,8%,11%,3.3,21%,-15%,-4%,3,0%
Brc1cccc(CNCCCN2CCOCC2)c1,27µM*,-1%,-6%,-4.6,-13%,13%,8%,-21,-5%
CCCCN(C(=O)NC(=O)Nc1cc(C)ccc1C)S(C)(=O)=O,4%,12%,5%,2.0,-21%,10%,-7%,nt,-8%
CC(=O)Nc1ccc(Nc2cc(C(C)C)nc3c(-c4ccccc4)c(C)nn23)cc1,-6%,-1%,-86%[inhibitor],1.6,?,-42%,-36%[inhibitor],27,-10%
CCOC(=O)CC1C(=O)NCCN1C(=O)c1cccc(OC)c1 (stereo not given),-11%,-10%,13%,-0.5,-25%,2%,-2%,-5,3%
CCCNC(=O)C(Cc1ccccc1)NC(=O)c1ccccn1 (stereo not given),-1%,-1%,-3%,0.7,-12%,4%,-3%,6,-10%
# (further entries)
SMILES,PLK1 PBD block,EPAC1 ag,Abeta yeast res,IL-2 act,FUS suppressor,EPAC1 antagonist,aSyn rescue,PI5P4Ka inh,WRN helicase inh
CC1CCN(CC(O)COc2ccc(C(=O)c3ccccc3)cc2)CC1 (stereo not given),-9%,-1%,-8%,-0.4,-13%,11%,2%,0,7%
COc1ccc(NC(=O)N(C)[C@H]2C[C@H]3c4[nH]c5ccc(-c6cccc(C)c6)cc5c4CCN3C[C@H]2[C@H](C)O)cc1,-10%,-3%,-21%,-3.7,?,0%,0%,1,-3%
COc1ccc(C(=O)C2CCCN(C(=O)c3cc4nc(C)cc(C)n4n3)C2)cc1F (stereo not given),?,4%,-19%,-2.0,7%,10%,8%,-9,1%
c1ccc(NN(Cc2ccncc2)c2ccccc2)cc1,-8%,10%,4%,-1.1,-13%,0%,11%,0,0%
Cc1cc(C)c(C(=O)CSc2nnc(-c3ccccc3Br)o2)cc1C,-13%,-5%,6%,-2.9,-30%,-26%,0%,5,-31%[57.1 µM]
CCC(=NNC(=O)c1cccc(S(=O)(=O)N2CCOCC2)c1)c1ccccc1,4%,5%,-1%,1.3,4%,0%,1%,0,5%
CCc1nn(CC(=O)NCCCN(CC)CC)c(=O)c2cc3sc(C)cc3n12,-8%,10%,-7%&-30%,-0.4,9%&13%,-18%,-1%,6,5%
O=[N+]([O-])c1ccc(O)c(/C=N/NC2=NS(=O)(=O)c3ccccc32)c1,11%,?,-33%[inhibitor],-0.5,30%,21%,-12%,-1,4%
COCCCNC(=O)Cn1cnc(C(=O)Nc2ccc(C)c(C)c2)n1,-7%,-6%,-7%,-0.4,-15%,-9%,-13%,0,3%
Cc1cc(NS(=O)(=O)c2ccc(NC(=O)/C=C/c3ccccc3)cc2)nc(C)n1,4%,-2%,-9%,-0.5,17%,-4%,5%,3,-13%
Clc1cccc(CN2CCCCCC2)c1,-4%,4%,-15%,-0.1,3%,-8%,-4%,-3,11%
COc1ccc(CC(=O)NC(=S)Nc2cccc(CO)c2)cc1,-4%,11%,-3%,2.2,-19%,9%,2%,7,2%
COc1ccc(C(=O)NCC(c2ccco2)N(C)C)cc1S(=O)(=O)NCc1ccc(Cl)cc1 (stereo not given),-6%,10%,-5%,-3.3,nt,0%,-5%,1,-24%
CCC1=Nc2ccccc2-c2nnc(SC)nc2O1,-4%,7%,-9%,1.0,-5%,-2%,-5%,6,-17%
COc1ccccc1-c1nnc(NC(=O)c2ccc(S(=O)(=O)N(C)Cc3ccccc3)cc2)o1,-28%,-12%,-4%,-1.7,30%,-2%,-5%,-27,5%[57.1 µM]
CN1C(=O)C(CC(=O)NCC2CCCCC2)SC1=Nc1ccccc1 (stereo not given),-1%,4%,12%,0.0,14%,28%,2%,4,-6%
O=C(Cc1ccccc1[N+](=O)[O-])NC1CC1,-5%,10%,-8%,-2.4,9%,-12%,-5%,-3,3%
COC(=O)c1ccc2nc(-c3cccc(Br)c3)c(Cc3ccccc3)n2c1,6%,-1%,0%,-0.5,4%,0%,2%,2,-9%
COCCCNC(=O)CN1C(=O)COc2ccc(S(=O)(=O)N3CCCCCC3)cc21,5%,-12%,-11%&2%,-0.5,2%&-28%,-6%,-1%,-2,-1%
COc1ccc(C)cc1S(=O)(=O)N1CC(C)OC(C)C1 (stereo not given),-3%,3%,1%,-1.1,4%,17%,-4%,1,-4%
O=C(Nc1ccc(N2CCOCC2)cc1N1CCOCC1)c1ccc(Br)cc1,-5%,9%,1%,4.0,-2%,-2%,2%,6,-2%
O=C(NCc1ccccc1)c1nc2c(nnn2Cc2cccc(Cl)c2)c(=O)[nH]1,-20%,-1%,6%,-2.1,-14%,-6%,0%,nt,-6%[57.1 µM]
CCCCNc1nc2c(c(=O)n(C)c(=O)n2C)n1Cc1cccc(OC)c1,-4%,4%,21%,-1.6,29%,4%,0%,nt,5%
COc1ccc(C(CCN2CCN(c3ccccc3)CC2)c2c(O)cc(OC)cc2OC)cc1 (stereo not given),6%,10%,6%,-0.1,-3%,7%,8%,-1,1%
COc1ccc(C(=O)N/C(=C\c2cn(S(=O)(=O)N(C)C)c3ccccc23)C(=O)N2CCN(C)CC2)cc1OC,-1%,-6%,5%,1.4,10%,4%,3%,4,-4%

# By substructure, those above with an aryl thioether with sulfur outside any ring
SMILES,PLK1 PBD block,EPAC1 ag,Abeta yeast res,IL-2 act,FUS suppressor,EPAC1 antagonist,aSyn rescue,PI5P4Ka inh,WRN helicase inh
[O-]/C(=C(\C(=S)Nc1ccc(SC(F)F)cc1)[n+]1ccccc1)c1ccc(Cl)cc1Cl,-4%,2%,7%,0.5,1%,-6%,1%,1,-2%
Cc1cc(C)c(C(=O)CSc2nnc(-c3ccccc3Br)o2)cc1C,-13%,-5%,6%,-2.9,-30%,-26%,0%,5,-31%[57.1 µM]
CCC1=Nc2ccccc2-c2nnc(SC)nc2O1,-4%,7%,-9%,1.0,-5%,-2%,-5%,6,-17%

# (continued)
SMILES,PLK1 PBD block,EPAC1 ag,Abeta yeast res,IL-2 act,FUS suppressor,EPAC1 antagonist,aSyn rescue,PI5P4Ka inh,WRN helicase inh
O=C(Nc1ccc(F)cc1)N(Cc1nnc2n1CCCCC2)c1ccccc1,2%,-7%,-3%,4.2,-3%,7%,0%,-4,5%
Cc1ccc(Cn2c(N/N=C/c3ccncc3)nc3c2c(=O)n(C)c(=O)n3C)cc1,5%,-9%,9%,-4.5,0%,12%,7%,3,7%
Clc1ccccc1CN1CCN(CCCc2ccccc2)CC1,-10%,-7%,3%,-2.1,10%,-12%,0%,-1,?
CCNc1ccc(S(=O)(=O)N2CCOCC2)cc1NCC(=O)Nc1cccc(Br)c1,-10%,6%,0%,-4.9,43%,-5%,?,2,2%
O=C(CCSc1nc(-c2ccco2)cc(C(F)(F)F)n1)NCc1cccs1,-14%,-13%,-1%,-0.4,-2%,4%,-10%,-6,2%
O=C(CN1CCOCC1)NC1C2CC3CC(C2)CC1C3 (stereo not given),-6%,-3%,8%,-1.2,-2%,-6%,-8%,-6,5%[57.1 µM]
